MEX-5 binding: C. elegans MEX-5 TCR-2 RNA binding activity. Q9XUB2. MEX-5/FITC-TCR2 RNA binding, fluorescence polarization; active compounds read low. activity score (negative = inhibition of binding), % at 10 µM. 300,000 tested, 0.38% active;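 active means inhibition past about -25% in most replicates, and total fluorescence under double the plate's negative control median, limit read from the data; inconclusive means replicates evenly split on the limit, or fluorescence at least double controls; inactive means too little inhibition in most replicates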;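 further: 0% = DMSO and -100% = 5 µM competing unlabeled TCR2 RNA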
VLA-4 inh: inhibition in a human VLA-4 binding assay | AID 2557 | P13612 | VLA-4 expressing cells, ligand binding flow cytometry | 330,000 tested, 0.2% active | inhibition, % (about 7 µM as worked out from the volumes in the protocol); in the data active means inhibition above about 50%
CIT2 TOR yeast: yeast TOR pathway CIT2-GFP modulation; 320,000 tested, 0.065% active; S. cerevisiae CIT2-GFP strain, flow cytometry, 3 h; 100 means same as DMSO wells; GFP response vs DMSO, % at 10 µM;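 active means GFP response relative to DMSO above a set limit, near the screen mean plus 3 SD, cut at about 150% in these data; inconclusive means Fewer than 70 cells measured for a yeast strain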;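 further: ratio of well median GFP fluorescence to mean of DMSO wells on the plate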
MCL1-BIM inh: inhibitors of human MCL1 binding to BIM-BH3 peptide. AID 2057. inhibition, % at 10.9 µM. GST-MCL1 / FITC-Bim-BH3 fluorescence polarization. 320,000 tested, 0.68% active;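 active means inhibition above the mean inhibition of all tested compounds plus 3 SD, set per campaign, cut at about 40% in these data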;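 further: 0% = DMSO wells and 100% = unlabeled Bim-BH3 peptide control; higher means more loss of mP so more displacement of Bim peptide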
Target sequence (Q07820 whole entry, looked up): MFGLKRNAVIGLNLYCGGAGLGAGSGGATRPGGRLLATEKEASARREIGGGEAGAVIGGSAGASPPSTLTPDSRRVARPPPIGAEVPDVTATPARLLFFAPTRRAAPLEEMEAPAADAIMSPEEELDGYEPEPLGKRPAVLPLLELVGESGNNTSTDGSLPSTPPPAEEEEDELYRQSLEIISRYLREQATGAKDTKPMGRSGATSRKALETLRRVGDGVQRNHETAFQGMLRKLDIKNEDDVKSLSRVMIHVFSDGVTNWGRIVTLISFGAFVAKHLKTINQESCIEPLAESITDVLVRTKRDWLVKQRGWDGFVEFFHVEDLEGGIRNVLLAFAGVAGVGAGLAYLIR
GRK2 aptamer HTS: inhibitors of human GRK2 displacing RNA aptamer; P25098; bead flow cytometry, FAM-aptamer displacement from GRK2; inhibition of aptamer binding, % at 10 µM; 330,000 tested, 0.59% active;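 active means inhibition of aptamer binding above 40%, roughly 3 SD of noise, on plates passing a quality check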;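 further: median bead fluorescence of bound FAM aptamer so fluorescent compounds give negative values; no value below 0 was filed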
GLD-1 RNA inh: GLD-1-TGE RNA interaction inhibition (C. elegans). 320,000 tested, 0.44% active. inhibition, % at 5.96 µM. purified GLD-1 + fluorescein TGE RNA, fluorescence polarization. Q17339. AID 2280;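 active means percent inhibition above a per-plate cutoff, the plate mean of test compounds plus 3 SD, cut at about 30% in these data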;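 further: 0% = DMSO wells with GLD-1 and probe and 100% = wells lacking GLD-1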
Target sequence (Q17339 whole entry, looked up): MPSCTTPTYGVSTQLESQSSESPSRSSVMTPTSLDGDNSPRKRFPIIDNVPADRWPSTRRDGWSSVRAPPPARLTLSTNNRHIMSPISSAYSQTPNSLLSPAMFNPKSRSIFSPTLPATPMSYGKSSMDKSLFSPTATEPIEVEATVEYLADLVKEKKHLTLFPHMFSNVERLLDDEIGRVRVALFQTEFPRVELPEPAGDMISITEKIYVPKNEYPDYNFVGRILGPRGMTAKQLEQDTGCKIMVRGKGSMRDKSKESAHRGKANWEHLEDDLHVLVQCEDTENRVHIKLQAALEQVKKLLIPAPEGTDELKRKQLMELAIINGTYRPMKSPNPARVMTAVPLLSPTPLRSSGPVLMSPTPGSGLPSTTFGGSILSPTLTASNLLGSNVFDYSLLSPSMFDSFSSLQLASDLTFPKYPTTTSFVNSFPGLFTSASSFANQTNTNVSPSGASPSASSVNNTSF
Bcl-xL primary: inhibitors of human Bcl-xL | GST-Bcl-xL / FITC-Bim BH3 peptide fluorescence polarization | inhibition, % at 10.9 µM | 320,000 tested, 0.7% active;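 active means inhibition above the mean of all tested compounds plus 3 SD, cutoff set per campaign, cut at about 30% in these data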;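 further: 0% = DMSO wells and 100% = unlabeled Bim-BH3 peptide competitor; inhibitors lower millipolarization by displacing the labeled peptide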
Target sequence (Q07817 whole entry, looked up): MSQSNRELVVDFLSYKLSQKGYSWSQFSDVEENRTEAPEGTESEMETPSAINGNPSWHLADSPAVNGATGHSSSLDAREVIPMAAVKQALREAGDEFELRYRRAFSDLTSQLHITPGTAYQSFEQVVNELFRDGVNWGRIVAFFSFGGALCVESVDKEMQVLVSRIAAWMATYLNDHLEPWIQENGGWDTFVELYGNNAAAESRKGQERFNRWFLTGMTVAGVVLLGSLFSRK
CR mimetic SO: yeast age-related superoxide inhibition as caloric restriction mimetic. S. cerevisiae aged cells, superoxide DHE fluorescence; active compounds read low. superoxide response (% of plate mean), % at 10 µM. 330,000 tested, 0.18% active. AID 2690;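 active means superoxide response under a set limit, about three screen SD below normal, cut at about 65% in these data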;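 further: yeast aged for seven days with compound at 30 °C before DHE staining; 100% = average MFI of all compound-treated wells on the plate with controls excluded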
AGP1 TOR yeast: yeast TOR pathway AGP1-GFP modulation; GFP response vs DMSO, % at 10 µM; S. cerevisiae AGP1-GFP multiplex flow cytometry, 3 h; GFP as percent of DMSO wells; 320,000 tested, 0.02% active; AID 2066;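 active means GFP response relative to DMSO above a set limit, near screen average plus 3 SD, cut at about 150% in these data; inconclusive means fewer than 70 cells counted for the yeast strain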;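 further: median GFP channel fluorescence of the gated AGP1 strain per well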
The depositor's hits bear a star; ? = inconclusive; / = not tested or not shown; [ ] = another dose, or the depositor's remark.

Each structure is followed by: GRK2 aptamer HTS, MCL1-BIM inh, CIT2 TOR yeast, VLA-4 inh, CR mimetic SO, Bcl-xL primary, MEX-5 binding, AGP1 TOR yeast, GLD-1 RNA inh
O=C(CCCN1C(=O)c2ccccc2C1=O)NCCN1C(=O)S/C(=C\c2cccs2)C1=O
    0, -6, 113, 30, 107, 5, -1.9, 106, 2
O=C(O)c1cccc(S(=O)(=O)Nc2cc(Cl)ccc2Cl)c1
    0, -2, 91, 9, 115, 5, -1.5, 104, 2
CCC(=O)Nc1ccc2c(c1)nc1n2CCN(CCOC)C1
    3, 4, 102, -7, 116, 14, -9.7, 96, 0
Clc1ncccc1-c1nnn(-c2ccccc2)n1
    /, -3, /, /, /, 1, 5.8, /, -11
CC(=O)SC(C[N+](=O)[O-])c1cn(C(C)=O)c2ccccc12 (stereo not given)
    1, 16, 83, 24, 104, 7, -1.4, 101, 2
O=C(/C=C/c1cccs1)Nc1ccc(N2CCOCC2)c(S(=O)(=O)Nc2ccccc2Cl)c1
    0, 5, 103, 14, 113, 4, 4.2, 103, 3
CN1C(C(=O)NCc2ccc(OC(F)(F)F)cc2)CC2Cn3c(nc4cc(Cl)c(Cl)cc43)C21 (stereo not given)
    2, -6, 94, 12, 99, -3, -2.8, 90, -5
C=CCN(Cc1ccc(OC)c(OC)c1)C(=O)c1cc2cc(F)ccc2[nH]1
    2, 0, 106, 18, 109, -1, 4.1, 107, 2
Cc1cccc(N2CCN(C(=O)/C=C/c3cccs3)CC2C)c1 (stereo not given)
    0, -2, 98, 9, 93, 1, -0.2, 102, -1
Cc1ccc(Cn2ccnc2SCC(=O)NC2CCCC2)cc1
    3, -18, 97, -1, 111, -19, -0.7, 95, -9
Cc1cc(C)c(S(=O)(=O)N2CCN(C(=O)C3CCCO3)CC2)c(C)c1 (stereo not given)
    10, -22, 93, 3, 90, -10, /, 96, 4
COc1ccc(C(=O)Oc2cc(C)[nH]c(=O)c2[N+](=O)[O-])c(OC)c1
    15, 8, 100, -4, 90, 4, -1.9, 104, 7
CCc1ccccc1N(CC(=O)NC(C)C)C(=O)CCC(=O)Nc1nccs1
    1, -10, 104, 7, 96, 1, 1.5, 101, 5
CCCOc1cccc(CN2CCCCC2c2cccnc2)c1 (stereo not given)
    3, 0, 90, 13, 101, 1, -0.8, 93, 6
COc1cc(C2C3=C(CC(C)(C)CC3=O)OC(N)=C2[N+](=O)[O-])ccc1O (stereo not given)
    5, 3, 108, 10, 91, 2, 0.9, 108, 0
COc1ccc(-c2nc3c(n2O)CCc2c-3no[n+]2[O-])cc1
    0, 6, 96, 5, 106, 4, -2.4, 102, -4
Cc1nc(-c2cccs2)sc1C(=O)NN
    /, 3, 99, -1, 86, 1, 1.4, 104, -21
COc1ccc(-c2cc(C(=O)N3CCCC(C(F)(F)F)C3)c3ccccc3n2)cc1 (stereo not given)
    2, 1, 93, 10, 106, -1, /, 112, 8
O=c1[nH]c(NCCO)nc2c1C1(CCCCC1)Cc1ccccc1-2
    0, -10, 111, -8, 96, -2, /, 98, 12
Cc1ccc(-c2nnc(Nc3cccc(O)c3)c3ccccc23)cc1S(=O)(=O)NCCO
    2, /, 104, -1, 97, /, -1.2, 92, /
N=C1/C(=C/c2cccn2-c2ccc([N+](=O)[O-])cc2)C(=O)N=C2SC=CN12
    2, 21, 103, -1, 118, 4, 2.0, 102, 3
COc1ccccc1C(C)NC(=O)CN(C)CC(=O)Nc1c(C)cccc1C (stereo not given)
    0, -6, 87, 4, 99, -2, /, 96, -1
COC(=O)c1cc(Cl)c(NC(=O)/C=C/c2ccc(Cl)cc2)cc1OC
    1, 1, 107, -4, 104, 1, -0.6, 100, 10
COc1ccc2c(CC(=O)NCC3CCC(C(=O)O)CC3)cc(=O)oc2c1 (stereo not given)
    2, -5, 87, 15, 94, 0, -1.6, 90, -5
c1ccc2c(c1)CCc1ccccc1C2=C1CCNCC1
    0, 0, /, 5, 110, 3, 0.0, /, 1
CC(=O)Nc1sc2c(c1CN1CCN(C)CC1)CCCC2
    6, 9, /, 7, 87, 6, -0.3, 108, -1
COc1ccc(NC(=O)C2CCCCN2CC(=O)OCc2ccccc2)cc1OC (stereo not given)
    4, -1, 96, 10, 107, -5, 0.1, 99, -3
COc1ccc(-c2noc(CCCC(=O)O)n2)cc1
    0, 10, /, 2, 103, 4, 2.6, 92, 6
COCCNC(=O)C(c1ccc(OC)cc1)N(CCOC)C(=O)CCC(=O)Nc1nccs1 (stereo not given)
    0, 1, 101, 3, 110, 2, 1.5, 100, -3
Cc1ccc(NC(=O)CCC(=O)OCC(=O)c2ccc(-c3ccccc3)cc2)cc1
    0, -4, 100, 11, 101, 0, -1.6, 101, -2

As a short view, some entries already given:
Each structure is followed by: GRK2 aptamer HTS, MCL1-BIM inh, CIT2 TOR yeast, VLA-4 inh, CR mimetic SO, Bcl-xL primary, MEX-5 binding, AGP1 TOR yeast, GLD-1 RNA inh
COc1ccc2c(CC(=O)NCC3CCC(C(=O)O)CC3)cc(=O)oc2c1 (stereo not given)
    2, -5, 87, 15, 94, 0, -1.6, 90, -5
c1ccc2c(c1)CCc1ccccc1C2=C1CCNCC1
    0, 0, /, 5, 110, 3, 0.0, /, 1
CC(=O)Nc1sc2c(c1CN1CCN(C)CC1)CCCC2
    6, 9, /, 7, 87, 6, -0.3, 108, -1
COc1ccc(NC(=O)C2CCCCN2CC(=O)OCc2ccccc2)cc1OC (stereo not given)
    4, -1, 96, 10, 107, -5, 0.1, 99, -3
COc1ccc(-c2noc(CCCC(=O)O)n2)cc1
    0, 10, /, 2, 103, 4, 2.6, 92, 6
COCCNC(=O)C(c1ccc(OC)cc1)N(CCOC)C(=O)CCC(=O)Nc1nccs1 (stereo not given)
    0, 1, 101, 3, 110, 2, 1.5, 100, -3
Cc1ccc(NC(=O)CCC(=O)OCC(=O)c2ccc(-c3ccccc3)cc2)cc1
    0, -4, 100, 11, 101, 0, -1.6, 101, -2

Going on with the list.
Each structure is followed by: GRK2 aptamer HTS, MCL1-BIM inh, CIT2 TOR yeast, VLA-4 inh, CR mimetic SO, Bcl-xL primary, MEX-5 binding, AGP1 TOR yeast, GLD-1 RNA inh
O=C(Cc1cccs1)Nc1ccccc1-c1nc2ccccc2[nH]1
    0, -1, 92, -2, 101, 2, 0.3, 91, 0
CC1=C(Sc2nc3ccccc3[nH]2)C(=O)NC(C)(C)C1
    0, 3, 98, 1, 106, 2, -0.9, 100, -2
Nc1cccc(-c2nc3ccccc3[nH]2)c1
    2, 0, 95, 6, 80, -2, -2.6, 96, 3
COc1ccccc1N1CCN(C(=O)c2cccc(C(=O)N3CCN(c4ccccc4OC)CC3)c2)CC1
    0, -1, 100, 15, 106, 7, -0.2, 103, 5
COc1cc(Br)cc2cc(C(=O)N3CCCCC3C)c(=O)oc12 (stereo not given)
    2, 9, 89, 3, 98, 9, 2.6, 93, -5
COC(=O)N1[C@H](C)C=C[C@]1(Cc1ccccc1)C(=O)NCCCNc1ncc(C(F)(F)F)cc1Cl
    0, 2, 84, -5, 113, -3, -1.0, 84, 4
Cc1cccc(N2CCN(C(=O)C(NS(=O)(=O)c3cccs3)c3ccccc3)CC2)c1C (stereo not given)
    1, 6, 100, 10, 100, 8, 3.8, 101, 1
O=C(CSc1nc2ncccc2[nH]1)NC1CCCCC1
    0, -5, 101, 2, 95, 2, 0.6, 100, -5
C#CCOCCOCCOCCNc1nc(N2CCN(C(=O)[C@H](CCCN=C(N)N)n3cc(C(N)[C@@H](C)CC)nn3)CC2)nc(N2CCN(C(=O)[C@H](CCC(=O)O)n3cc([C@@H](N)CC(N)=O)nn3)CC2)n1 (stereo not given in full)
    0, /, 82, 15, 104, /, /, 82, 4
Cc1ccc(Cl)cc1N1C(=O)CC(Sc2ncccn2)C1=O (stereo not given)
    3, 15, 105, 2, 98, 9, 0.1, 100, -4
NC(=O)c1c(NC(=O)c2ccc([N+](=O)[O-])o2)sc2c1CCCC2
    3, 1, ?, 1, 107, 2, -2.4, 15[may fluoresce violet], -7
CCOCCCNC(=O)c1ccc(N2CCOCC2)c(NS(=O)(=O)c2ccc(OC)cc2)c1
    0, 3, 106, 5, 113, 2, 0.7, 106, 0
COC(=O)c1ccc(Cn2cnc3c(cnn3-c3ccc(C)c(C)c3)c2=O)o1
    5, 7, 113, 1, 99, 9, -0.6, 86, 2
CCCN1CCN(CCCNC(=O)CCCn2nc(C)c3sc4ccccc4c3c2=O)CC1
    0, 0, 107, 18, 129, 7, -1.7, 106, 0
O=C(NNC(=O)c1ccc2c(=O)n3c(nc2c1)CCC3)c1cccc(Cl)c1
    1, -2, 91, -5, 101, 4, -2.5, 98, 4
COc1ccc(-c2csc(Nc3cc(C)ccn3)n2)cc1C
    2, -13, 99, 11, 107, -2, -0.6, 86, -5
CCOc1ccc(NS(=O)(=O)c2ccc(NC(=O)c3cccnc3)c(OC)c2)cc1
    0, 2, 111, -11, 93, 2, 0.5, 104, -2
CCOC(=O)N1c2ccccc2Sc2ccccc21
    0, 6, 95, 5, 87, 3, 3.0, 90, 6
CCN(C(=O)/C=C/c1ccccc1)C1CCCCC1
    1, 11, 89, 9, 110, 11, 5.2, 91, 5
CCOC(=O)Cc1csc(NC(=O)COc2ccc(C)c(C)c2)n1
    1, -3, 99, 4, 100, 2, 4.1, 102, -1
Cc1ccc2c(CSc3nncn3C)cc(=O)oc2c1C
    2, -4, 104, 15, 96, -1, -0.3, 102, 1
O=C(Cn1nc(-c2cccc(Cl)c2)ccc1=O)Nc1cccnc1
    3, 0, 107, 3, 97, 6, 5.6, 112, 5
CN(CC1CCCN(CCc2ccccc2F)C1)C(=O)c1ccoc1 (stereo not given)
    0, -6, 105, -2, 112, 5, -1.2, 103, -2
Cc1cc(SCC(=O)N(C)CC(=O)Nc2ccc(F)cc2)nc2ccccc12
    3, -7, 109, 0, 85, 1, -3.1, 105, -4
O=C(CN(c1ccc2c(c1)OCCO2)S(=O)(=O)c1ccccc1)NCC1CCCO1 (stereo not given)
    0, -3, 99, 3, 94, 1, 0.7, 104, -3
Cc1cccc(C)c1OCC(=O)OCC(=O)Nc1ccc(Cl)cn1
    0, 1, 103, 9, 111, 0, /, 107, -6
O=C(Nc1nnc(Cc2ccc(Cl)cc2)s1)c1cccs1
    3, -4, 93, 16, 95, 2, -1.0, 95, -8
COC(=O)c1ccc(-c2n[nH]c(=O)c3ccccc23)cc1
    4, -1, 112, -41, 94, 1, -0.9, 98, 3
COC(=O)c1sc(S(=O)(=O)NC(C)C(=O)O)c(C(=O)OC)c1C (stereo not given)
    5, 2, 113, 0, 102, 4, -1.9, 106, 3
COc1ccc(C(=O)N2CCCC(Nc3ccc(F)cc3)C2)cc1F (stereo not given)
    0, 5, 97, 5, 106, 4, 1.2, 100, 3
CCOC(=O)C1=C(CN2CCC(C)CC2)NC(=O)NC1c1ccc(Cl)cc1 (stereo not given)
    5, -3, 103, 5, 92, 1, 1.3, 104, -3
Cc1ccc(NC(=O)COc2ccccc2)c(NC(=O)c2ccco2)c1
    0, 3, 86, 13, 92, -1, -0.2, 87, 5

Assay outcomes from PubChem BioAssay.

The order is random, and some 2.1% of all compounds hit somewhere here.
